Assay outcomes from PubChem BioAssay.
Tb hexokinase – blocks Trypanosoma brucei hexokinase 1 activity; 0.11% of 220,000 active; recombinant TbHK1, G6PDH-coupled NADH A340; inhibition, % at 10 µM;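 active = inhibition of 50% or more in the single-dose primary screen; inactive = inhibition below 50%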
EP2 modulator – modulators of human EP2 prostaglandin E2 receptor. EP2-expressing cells, cAMP HTRF FRET, PGE2 co-stimulation. induction, % at 25 µM. 0.83% of 260,000 active. P43116;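 active = compounds whose cAMP rise, as percent of the full-agonist control response, exceeds 60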;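 also: rat C6 glioma line stably carrying human EP2 under a CMV promoter; the protocol text gives 20 µM as final concentration; 100% = response of wells given 1 µM PGE2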
Target sequence (P43116 whole entry, looked up): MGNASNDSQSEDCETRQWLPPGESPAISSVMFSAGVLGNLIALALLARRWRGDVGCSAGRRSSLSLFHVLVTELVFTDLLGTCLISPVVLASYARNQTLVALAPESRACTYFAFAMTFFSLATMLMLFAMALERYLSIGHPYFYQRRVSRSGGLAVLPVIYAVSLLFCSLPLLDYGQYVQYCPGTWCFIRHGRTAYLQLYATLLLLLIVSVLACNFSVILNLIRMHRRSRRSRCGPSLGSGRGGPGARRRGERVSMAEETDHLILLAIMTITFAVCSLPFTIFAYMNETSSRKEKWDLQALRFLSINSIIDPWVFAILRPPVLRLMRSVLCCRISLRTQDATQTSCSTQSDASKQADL
zVAD death inh – blocks zVAD induced death of L929 cells | viability rescue, % at 10 µM | L929 zVAD necroptosis rescue, ATP luminescence, 24 h; with zVAD 60 µM | 0.38% of 220,000 active;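 active = activation, scaled between plate controls, above about 75%, limit read from the data; inactive = activation under that limit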;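 also: 0% = zVAD with DMSO and 100% = DMSO alone without zVAD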
14-3-3 Bad inh – disrupts binding of bovine 14-3-3 zeta to phospho-Bad peptide | AID 781 | TR-FRET 14-3-3zeta/Dy647-pBad peptide displacement, 1 h | 0.71% of 220,000 active | inhibition, % at 21.7 µM | P63103;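 active = inhibition above about 70%, limit read from the data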;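 also: 0% = full 14-3-3 plus peptide FRET controls and 100% = background without 14-3-3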
Hck-Nef inh – inhibitors of human Hck kinase activated by Nef. Recombinant Hck-YEEI plus Nef, Z-Lyte FRET kinase assay. inhibition, % at 20 µM. 0.68% of 220,000 active;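 active = Hck-Nef kinase inhibition above about 50%, limit read from the data; inactive = inhibition below that limit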;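 also: 0% = DMSO with Hck plus Nef and 100% = Hck alone without Nef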
Target sequence (P08631 whole entry, looked up): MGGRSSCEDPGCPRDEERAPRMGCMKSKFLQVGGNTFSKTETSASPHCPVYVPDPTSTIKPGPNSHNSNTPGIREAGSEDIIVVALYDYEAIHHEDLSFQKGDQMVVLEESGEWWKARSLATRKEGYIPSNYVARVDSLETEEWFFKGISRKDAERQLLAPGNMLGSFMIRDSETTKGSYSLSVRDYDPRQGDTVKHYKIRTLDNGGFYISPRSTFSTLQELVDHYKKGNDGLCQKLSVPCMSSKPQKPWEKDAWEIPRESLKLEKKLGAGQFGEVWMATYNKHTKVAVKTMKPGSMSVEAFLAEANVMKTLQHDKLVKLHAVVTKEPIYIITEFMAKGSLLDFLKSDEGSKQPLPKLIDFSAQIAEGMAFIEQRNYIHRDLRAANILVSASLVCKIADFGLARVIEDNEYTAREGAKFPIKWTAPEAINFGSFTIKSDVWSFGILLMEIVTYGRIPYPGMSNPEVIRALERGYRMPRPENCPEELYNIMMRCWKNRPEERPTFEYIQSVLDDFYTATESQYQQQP
EP2 antag – EP2 receptor (human) inhibition. P43116. 0.52% of 260,000 active. inhibition, % at 25 µM. C6 glioma cells expressing human EP2, cAMP TR-FRET; cells stimulated with saturating PGE2;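 active = percent inhibition above 40 after rounding to a whole number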;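 also: rat C6 glioma host cells with rolipram phosphodiesterase inhibitor present; the protocol text gives 20 µM as final concentration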
Calpain2 inh – calpain II (pig) inhibition; purified calpain II, fluorogenic peptide substrate, 30 min; inhibition, % at 16 µM; 0.37% of 220,000 active;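 active = inhibition above about 50%, limit read from the data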
eIF4E 4G PPI – inhibitors of eIF4E and eIF4G interaction in translation initiation. AID 782. P63073+Q04637. 0.37% of 220,000 active. inhibition, % at 21.7 µM. TR-FRET eIF4E-eIF4GI(517-606) binding, 2 h;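 active = inhibition above about 30%, limit read from the data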;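 also: 0% = full FRET control wells and 100% = background wells lacking eIF4GI fragment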
Rad51 HR inh – Rad51 (human) homologous recombination inhibition; Q06609; 0.085% of 200,000 active; hRad51 DNA strand exchange, fluorescence dequenching; inhibition, % at 10 µM;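 active = inhibition above 40% at the single screening dose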;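 also: 0% = DMSO control wells and 100% = blanks with heterologous ssDNA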
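Material: hRad51 filaments on single-stranded DNA; Reagent: Donor/quencher-labelled 47-bp dsDNA substrate; Compound: 10 µM final, single point; Schedule: 37 °C 15-min filament assembly, 30-min compound preincubation, 15-min exchange; Technique: FRET fluorescence, excitation 485 nm, emission 520 nm; Benchmarks: control wells and blank wells on each plate.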
* = called active by the depositor; x = no result given; & = joins results of further samples; [ ] = remark or other dose. This is a subset. The share of hits here may be higher or lower than overall.

SMILES | Tb hexokinase | EP2 modulator | zVAD death inh | 14-3-3 Bad inh | Hck-Nef inh | EP2 antag | Calpain2 inh | eIF4E 4G PPI | Rad51 HR inh
Cc1ccc(S(=O)(=O)Oc2ccccc2/C=N/NC(=O)c2c(Cl)cnn2C)cc1 | -1 | -31 | 0.5 | 0[fluorescence artefact?] | 7 | 15 | 36 | -2 | 1
O=C(CN1C(=O)C2CC=CCC2C1=O)Nc1nccs1 (stereo not given) | x | 8 | x | 2 | x | 6 | -14 | -1 | 52*
Cc1cc2c(cc1C)CSC(c1ccc3ccccc3c1O)SC2 | -4 | -16 | -0.1 | 6 | -2 | 11 | 4 | -1 | -14
O=C(NC12CC3CC(CC(C3)C1)C2)N(Cc1ccccc1)Cc1ccncc1 | 3 | 19 | -0.5 | -8 | -1 | 3 | 4 | 1 | x
CCOC(=O)/C(C#N)=C/c1cn(CCC(=O)O)nc1-c1ccc(Cl)cc1 | -34 | -5 | -0.5 | 0 | -3 | 7 | -4 | 5 | 7
O=C(NCCc1ccc(F)cc1)Nc1ccc2c(c1)OCO2 | -3 | -31 | 0.0 | 10 | -6 | 5 | 30 | 5 | x
O=C(C1CCC(CNc2c(N3CCCCC3)c(=O)c2=O)CC1)N1CCc2ccccc2C1 (stereo not given) | -4 | 24 | 0.6 | 9[fluorescence artefact?] | 6 | 7 | 1 | -1 | 4
CS(=O)(=O)N(CC(=O)NCCSc1ccccc1)c1ccc2c(c1)OCO2 | 1 | 20 | -0.1 | 10[fluorescence artefact?] | 0 | 7 | -14 | 0 | 5
CN(C)S(=O)(=O)c1ccc(C(=O)OCCCN=C2NS(=O)(=O)c3ccccc32)cc1 | 1 | 6 | 0.2 | 2[fluorescence artefact?] | 1 | 15 | -18 | 4 | 2
CCOc1ccc(NC(=O)c2ccc3c(SCC(=O)O)c4c(nc3c2)CCCC4)cc1 | -4 | 11 | 3.9 | -2 | 23 | 6 | -109 | -2 | 11
COc1ccccc1C(=O)CSc1nnc(-c2ccco2)o1 | 2 | -26 | 2.5 | 9 | -1 | 2 | -10 | 0 | -2
CCN1C(=O)/C(=C/C=C2\C=CN(CC)c3ccccc32)SC1=S | -7 | -15 | 1.3 | -10 | 6 | 7 | 8 | -1[fluorescence artefact?] | -2
COc1cc(C(=O)OC(C)C(=O)N2CCc3ccccc3C2)ccc1OCC(=O)N1CCOCC1 (stereo not given) | -8 | 9 | 0.2 | -5 | 0 | 9 | -18 | -6[fluorescence artefact?] | -6
CSC(=Nc1ccccc1)C(C#N)c1nc2ccccc2[nH]1 (stereo not given) | 9 | 53 | 0.1 | -12 | 11 | 5 | -9 | -5 | -12
NC(=O)C1CCCN(S(=O)(=O)c2ccc(Br)cc2)C1 (stereo not given) | 3 | 1 | -1.0 | -5 | 5 | 12 | 1 | 2 | -12
CC(=O)Nc1cccc(C(=O)Nc2ccccc2C(=O)O)c1 | 4 | -25 | -0.1 | 11 | 1 | 11 | 0 | -2[fluorescence artefact?] | 5
CC(C)OC(=O)c1cc2c(ccn2-c2ccc(F)cc2)n1CC(=O)N1CCN(C(=O)c2ccco2)CC1 | -25 | 14 | -0.8 | 6 | 20 | 0 | -79 | 0 | -35
CCOc1ccc(N2CC(=O)Nc3ccccc3NCC2=O)cc1 | -4 | -4&-1 | -0.3 | 51 | 0 | 9&8 | -23 | 9 | 0
O=C1CC(SC(=Nc2ccccc2)Nc2ccccc2)C(=O)N1c1ccc(Cl)cc1 (stereo not given) | 4 | -10 | 0.3 | 2 | 0 | 7 | 13 | -1 | 2
CCc1ccc(-c2nc(CSCC(=O)N3CCN(c4ccccn4)CC3)c(C)o2)cc1 | -2 | -9 | 1.1 | 7 | -1 | 4 | 4 | 2 | -32
O=C(COc1ccccc1Cl)OCC(=O)N1CCN(S(=O)(=O)c2ccccc2)CC1 | -6 | 1 | 0.1 | -2[fluorescence artefact?] | 1 | 12 | 3 | -4[fluorescence artefact?] | -2
CC(C)(C)Cn1c(=O)[nH]c(=O)c2cc([N+](=O)[O-])cnc21 | -18 | 17 | 0.7 | 4 | 1 | 10 | 20 | 3[fluorescence artefact?] | 16
N#CC1=C(N)Oc2n[nH]c(-c3cccs3)c2C1c1ccoc1 (stereo not given) | -2 | -10 | 0.0 | 0 | 13 | 13 | -19 | -3 | 2
COc1cc([N+](=O)[O-])cc(/C=N/NC(=O)CSc2nnc(-c3ccccc3)n2C)c1O | -4 | 1 | 1.1 | -3 | 18 | 7 | -17 | -8 | 29
CCCOC(=O)CC1C(=O)NCCN1Cc1ccc(F)cc1 (stereo not given) | 1 | 1 | 0.2 | 4 | 0 | x | -20 | -3[fluorescence artefact?] | x
CC(=O)Oc1cc2c(C(=O)NCCN3CCOCC3)c(C)oc2c2ccccc12 | -2 | -10 | 43 | -9 | 1 | 10 | 12 | -1 | -16
COC(=O)c1ccccc1NC(=O)C(C)Oc1ccccc1 (stereo not given) | 0 | 53 | 0.2 | 14 | 0 | 12 | 11 | 0 | 7
Cc1cc2ccccc2n1CCNCc1c(C(=O)N2CCOCC2)nc2ccccn12 | 6 | -31 | -0.6 | -5 | 13 | 6 | -9 | 5 | -1
Clc1nccnc1-c1ccccc1 | -4 | -28 | -0.1 | 2 | 0 | 3 | 0 | 5 | -33
COC(=O)CC1=NN(c2ccccc2)C(=O)C1 | 1 | 17 | 1.9 | -5 | 25 | 4 | 30 | 0 | 1
COc1ccccc1N(C)S(=O)(=O)c1ccc(C(=O)Nc2ccc3nc(C)sc3c2)cc1 | 20 | -55 | 1.2 | -29 | 4 | 14 | -10 | 13 | 5
CC12CC(NC(=O)N1c1ccc(C(=O)N3CCN(c4ccccn4)CC3)cc1)c1ccccc1O2 (stereo not given) | -3 | -5 | 0.9 | 11 | 1 | 19 | -43 | 0 | -1
CCOc1ccc(/C=N/NC2=NCCCCC2)cc1 | -13 | -11 | -0.3 | -8 | 20 | 4 | -10 | 0 | -11
Cc1nc2ccccc2c(=O)n1/N=C/c1cccnc1 | -7 | 15 | -0.1 | -8[fluorescence artefact?] | -20 | 5 | -10 | -11[fluorescence artefact?] | 3
O=C(/C=C/c1cccs1)N1CCC2(CC1)Oc1ccc(Cl)cc1C(=O)C21CC(c2ccccc2)=NO1 (stereo not given) | -16 | -14 | 0.6 | -3 | 25 | 8 | -51 | 1 | -8
CC(=O)N1CCN(c2ccc([N+](=O)[O-])c(NCC3CCCO3)c2)CC1 (stereo not given) | -9 | 14 | -0.3 | 3 | 0 | 6 | 12 | 0 | 2
COc1cc(-c2nnc(COc3ccc4cc(Br)ccc4c3)o2)cc(OC)c1OC | -7 | 14 | -0.1 | 5[fluorescence artefact?] | 6 | 15 | -45 | 1[fluorescence artefact?] | -5
CCC(=O)c1c[nH]c(C(=O)NCCc2ccccn2)c1 | -3 | 4 | 1.8 | -7 | 0 | 6 | 5 | -8 | 12
Cc1ccccc1N/N=C1\CCCNC1=O | -8 | 32 | 0.0 | -18 | 0 | 3 | -5 | 0[fluorescence artefact?] | 7
Nc1ccnn1Cc1cccnc1 | -6 | 19 | 0.2 | -1 | 0 | 13 | -20 | 3 | 4

Entries above printed as active in Rad51 HR inh.
| canonical_smiles | Tb hexokinase | EP2 modulator | 14-3-3 Bad inh | Hck-Nef inh | Calpain2 inh | eIF4E 4G PPI | Rad51 HR inh |
| --- | --- | --- | --- | --- | --- | --- | --- |
| O=C(CN1C(=O)C2CC=CCC2C1=O)Nc1nccs1 (stereo not given) | x | 8 | 2 | x | -14 | -1 | 52* |

Returning to the listing with the four entries that preceded the break.
SMILES | Tb hexokinase | EP2 modulator | zVAD death inh | 14-3-3 Bad inh | Hck-Nef inh | EP2 antag | Calpain2 inh | eIF4E 4G PPI | Rad51 HR inh
COc1cc(-c2nnc(COc3ccc4cc(Br)ccc4c3)o2)cc(OC)c1OC | -7 | 14 | -0.1 | 5[fluorescence artefact?] | 6 | 15 | -45 | 1[fluorescence artefact?] | -5
CCC(=O)c1c[nH]c(C(=O)NCCc2ccccn2)c1 | -3 | 4 | 1.8 | -7 | 0 | 6 | 5 | -8 | 12
Cc1ccccc1N/N=C1\CCCNC1=O | -8 | 32 | 0.0 | -18 | 0 | 3 | -5 | 0[fluorescence artefact?] | 7
Nc1ccnn1Cc1cccnc1 | -6 | 19 | 0.2 | -1 | 0 | 13 | -20 | 3 | 4
O=C(O)CCCCCn1c(O)c(C=C2N=c3ccccc3=N2)sc1=S | -4 | 7 | -0.7 | 9[fluorescence artefact?] | 7 | 7 | -7 | 23 | 0
CCOc1ccc(C(=O)CN2CCN(S(=O)(=O)c3ccc(Cl)cc3)CC2)cc1 | -2 | 9 | 0.0 | -1 | 1 | 4 | -4 | 10 | 6
Cc1c(NC(=O)c2ccc(S(=O)(=O)N(C)c3ccccc3)cc2)c(=O)n(-c2ccccc2)n1C | -1 | 11 | 0.9 | -6 | 26 | 6 | 0 | -1 | 2
CC(=O)N1CCN(Cc2nc3cc(NC(=O)COc4ccccc4)ccc3n2C)CC1 | -8 | 22 | 1.5 | 17 | -66 | 6 | -25 | 0 | x
COc1ccc(C(C)(C)C)cc1NC(=S)NCCN1CCOCC1 | -5 | 1 | -0.1 | -3 | -1 | 8 | -9 | -2[fluorescence artefact?] | -1
CCc1cccc(C)c1NC(=O)C1CN(S(=O)(=O)c2ccccc2)CCN1S(=O)(=O)c1ccccc1 (stereo not given) | 4 | 12 | -0.6 | -2 | 7 | 4 | -35 | 10[fluorescence artefact?] | 5
Nc1nnc(-c2ccc(Cl)cc2Cl)s1 | -5 | -21 | -1.0 | -3 | 18 | 12 | -32 | -1 | 5
CCN(CC)C(=O)CNC(=O)Cc1ccc(Cl)cc1 | -1 | 2 | 0.3 | -9[fluorescence artefact?] | 3 | 6 | 11 | -3[fluorescence artefact?] | 2
O=C(CCNC(=O)c1ccccc1Cl)Nc1cccc(C(F)(F)F)c1 | 37 | -10 | 0.7 | -16 | 0 | 6 | 6 | 1 | 1
CC(C)C(C)NC(=O)COc1ccc(Sc2ccc(OCC(=O)NC(C)C(C)C)cc2)cc1 (stereo not given) | -3 | -29 | 0.9 | 14 | 4 | 4 | 18 | 0 | -5
O=C(Cc1ccc(Cl)cc1)Nc1ncc([N+](=O)[O-])s1 | -1 | -41 | -0.7 | 10 | 10 | 3 | 77* | -2 | 13
COc1ccc(/C=N/n2cnc3c([nH]c4ccc(C)cc43)c2=O)cc1CN1CCCC1 | -22 | -42 | -1.8 | 14 | 22 | 15 | -6 | 0 | 0
Cc1cc(C(=O)NCCCN2CCN(C3CCCCC3)CC2)n(-c2ccccc2)n1 | 2 | -1 | -0.4 | -2 | 20 | 10 | -9 | -1[fluorescence artefact?] | -8
CN1C(=O)c2cccc3c(S(=O)(=O)NCc4ccco4)ccc1c23 | -20 | -8 | -0.5 | -3 | 6 | 8 | -184 | 2 | -9
CCCc1nnc(NC(=O)CCC(=O)NC2CCCc3ccccc32)s1 (stereo not given) | -7 | 0 | 0.7 | 13[fluorescence artefact?] | 3 | 5 | 14 | 1 | -3
COc1ccccc1OCC(=O)Nc1ccc(Cl)cc1 | -3 | 5 | 1.5 | 1 | 9 | 5 | 13 | 3[fluorescence artefact?] | 0
Cc1onc(-c2c(Cl)cccc2Cl)c1C(=O)NCc1ccco1 | -1 | -3 | -0.4 | -9 | 0 | 14 | 11 | 7[fluorescence artefact?] | 11
CC(C)C(c1nnnn1Cc1ccc(F)cc1)N1CCN(c2ccc(O)cc2)CC1 (stereo not given) | 8 | -9 | -1.5 | -6 | 26 | 3 | 10 | 3 | 8
